TRPV1 ag = HTS Assay for Compounds that Act as Agonists of the Vanilloid Receptor 1 | Transient receptor potential cation channel subfamily V member 1 (Homo sapiens), Q8NER1 | activation, % at 8.33 µM | TRPV1-expressing cells, Fluo-8 calcium influx, agonist mode | 320,000 tested, 0.19% active; in the data active = activation above about 80%; inconclusive = between about 30% and that limit; note: 0% is about no effect
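Fluo-8 calcium influx in TRPV1-expressing cells, kinetic read (ex 480/em 520 nm). Compound added and read 3 min for agonist activity, followed by capsaicin at EC20 final and 2 min further read for enhancement.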
Integrin act MD = qHTS for Activators of Integrin-Mediated Alleviation for Muscular Dystrophy; alpha7betagal myoblasts, beta-gal FDG fluorescence, 48 h; Potency, µM (titrated, usually from 38.3 µM), for the others: at the highest dose activation, hits mostly activators; 350,000 tested, 0.064% active; AID 624291, 2012;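 note: potency is the fitted concentration of half-maximal effect; 100% = response of the positive control SU9516; nearly all actives have a fitted effect of over 60% in size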
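Alpha7betagal+/- myoblasts (passage 13) were plated 16-24 hr, then exposed to compounds (1:260 dilution of DMSO stock) for 48 hours at 37C. After MPER lysis, β-galactosidase reporter activity was read as FDG fluorescence (ex 480/em 540) after 30 minutes.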
S-ASM inh = Inhibitors of Secretory Acid Sphingomyelinase (S-ASM): qHTS. Sphingomyelin phosphodiesterase (Homo sapiens), P17405. AID 504937, 2011. placental ASM, HMU-PC fluorogenic substrate, 60 min. Potency, µM (top dose mostly 57.5 µM), for inactives: at the highest dose activity change, negative = inhibition, most hits filed as inhibitors. 340,000 tested, 0.006% active; note: potency is the fitted concentration of half-maximal effect
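qHTS format. ASM enzyme prepared from human placenta hydrolyses the fluorogenic substrate HMU-PC0 (9 uM final) over 60 min at 37 °C after a 10 min compound preincubation.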
MBNL1-CUG inh = qHTS Assay for Inhibitors of MBNL1-poly(CUG) RNA binding | 280,000 tested, 0.036% active | TR-FRET MBNL1-His/biotin-(CUG)12 binding, 665/545 ratio | AID 2675, 2010 | Potency, µM (highest dose often 57.5 µM), for inactives: at the highest dose activity change, negative = inhibition, hits mostly inhibitors | Muscleblind-like protein 1 (Homo sapiens), Q9NR56; active = well fitted inhibition curve with a large enough effect in the signal ratio, with a control signal flat, not every such curve was filed as active; inconclusive = small, poorly fitted or top-dose-only effect, or effect the other way, or a change in a side signal; inactive = no such curve, though single readings can be large or run the other way; the % refers to the signal ratio; note: potency is the fitted concentration of half-maximal effect; % is set by controls: 0 for no effect and ±100 for the full control effect
Target sequence (Q9NR56 whole entry, looked up): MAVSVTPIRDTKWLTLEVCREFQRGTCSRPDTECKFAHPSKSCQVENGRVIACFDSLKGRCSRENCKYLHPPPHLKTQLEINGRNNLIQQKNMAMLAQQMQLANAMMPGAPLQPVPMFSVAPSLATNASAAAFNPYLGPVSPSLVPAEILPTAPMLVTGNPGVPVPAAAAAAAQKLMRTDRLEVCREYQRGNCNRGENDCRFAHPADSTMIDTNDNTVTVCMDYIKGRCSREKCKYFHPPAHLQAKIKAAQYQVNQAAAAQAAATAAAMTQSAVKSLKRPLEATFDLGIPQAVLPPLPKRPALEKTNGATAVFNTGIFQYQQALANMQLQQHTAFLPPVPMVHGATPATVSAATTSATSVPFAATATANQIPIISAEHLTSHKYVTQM
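TR-FRET between His-tagged MBNL1 and biotin-(CUG)12 RNA, detected with Tb anti-His antibody (0.055 ng/ul) and streptavidin-XL665 (5 nM), 60 min at room temperature. Compounds titrated 92 nM to 58 uM; 665/545 nm ratio normalized to buffer and complex controls.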
Coupling enz = qHTS Assay for Inhibitors of Fructose-1,6-bisphosphate Aldolase from Giardia Lamblia: Coupling assay counterscreen | activity change, negative = inhibition, % at 58.2 µM, hits read low | coupling enzyme system counterscreen, AmpLite Red fluorescence | 290,000 tested, 0.67% active; in the data active = activity change below about -30%; note: % is set by controls: 0 for no effect and ±100 for the full control effect
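Compounds tested against the coupling enzymes alone at 57.5 uM final; readout was AmpLite Red fluorescence (525/598 nm) after 20 min at RT.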
KCNH2 3.1 block = qHTS for Inhibitors of KCHN2 3.1: Mutant qHTS. Potassium voltage-gated channel subfamily H member 2, brain isoform KCNH2 3.1 (human). U2OS KCNH2 3.1, thallium flux FluxOr; hits give low values. activity change, % (tested at about 1.8 µM). 340,000 tested, 0.95% active;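 active = maximum activity change below -70%; inconclusive = maximum activity change from -70% to -50%; inactive = maximum activity change above -50%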;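 note: thallium influx rate constant from kinetic fluorescence after stimulation buffer; % is set by controls: 0 for no effect and ±100 for the full control effect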
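FluxOr-based Tl+ influx in U2OS cells transduced with KCNH2 3.1 virus; rate constants normalized to DMSO controls.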
AT treatment = qHTS Assay for Identifying a Potential Treatment of Ataxia-Telangiectasia; Potency, µM (titrated, usually from 57.5 µM), for inactives: at the top dose activation, most hits filed as activators; […] A-T fibroblasts, KAP-1 phosphorylation AlphaLISA; neocarzinostatin DNA damage 30 min before lysis; 320,000 tested, 0.19% active; note: potency is the fitted concentration of half-maximal effect; % of control where 0% means no effect; nearly all actives have a fitted effect of over 45% in size
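hTERT-immortalized A-T patient fibroblasts ([…]), 500 cells/well in OPTI-MEM, 1% FBS, got compounds for 60 min, then NCS for 30 min at 37C. Lysates were then assayed for phospho-KAP-1 by AlphaLISA (anti-pKAP1 donor, anti-KAP1 acceptor beads), 6 hr at 25C.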
MLL CXXC-DNA inh = qHTS Fluorescence Polarization Assay for Inhibitors of MLL CXXC domain - DNA interaction; MLL-CXXC / FITC-HOXA9 DNA fluorescence polarization; Potency, µM (series often up to 115 µM), for inactives: at the top dose activity change, negative = inhibition, actives largely listed as inhibitors; 290,000 tested, 0.037% active; Histone-lysine N-methyltransferase 2A (Homo sapiens), Q03164; active = well fitted inhibition curve with a large enough effect in the polarisation, with a control signal flat, not every such curve was filed as active; inconclusive = small, poorly fitted or top-dose-only effect, or effect the other way, or a change in a side signal; inactive = no such curve, though single readings can be large or run the other way; the % refers to the polarisation; note: potency is the fitted concentration of half-maximal effect
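Purified MLL-CXXC (added from a 7 uM solution) was preincubated 5 min at ambient with pinned compounds in 50 mM Tris-HCl pH 7.5, 50 mM NaCl, 1 mM DTT, 0.05% BSA. Fluorescein-labeled HOX-A9 DNA (50 nM solution) followed, 30 min, then polarization read.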
hERG WT inh = qHTS for Inhibitors of KCHN2 3.1: Wildtype qHTS | Voltage-gated inwardly rectifying potassium channel KCNH2 (Homo sapiens), Q12809 | U2OS, BacMam KCNH2, thallium flux FluxOr; hits give low values | AID 720551, 2013 | activity change, % at 1.84 µM | 340,000 tested, 0.37% active;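 active = maximum activity change below -70%; inconclusive = maximum activity change between -70% and -50%; inactive = maximum activity change above -50%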; note: % is set by controls: 0 for no effect and ±100 for the full control effect
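U2OS cells transduced with wild-type KCNH2 virus are loaded with FluxOr dye for 45 min, and thallium flux is measured in kinetic reads before and after stimulation buffer. Rate constants are normalized to DMSO controls.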
GALK inhibitor = qHTS Assay for Inhibitors of Human Galactokinase (GALK); P51570; Purified GALK, Kinase-Glo residual ATP luminescence; Potency, µM (series often up to 57.5 µM), inactives show at the top dose activity change, negative = inhibition, actives largely listed as inhibitors; 270,000 tested, 0.007% active; AID 1868, 2009; note: potency is the fitted concentration of half-maximal effect; % is set by controls: 0 for no effect and ±100 for the full control effect
Target sequence (P51570 whole entry, looked up): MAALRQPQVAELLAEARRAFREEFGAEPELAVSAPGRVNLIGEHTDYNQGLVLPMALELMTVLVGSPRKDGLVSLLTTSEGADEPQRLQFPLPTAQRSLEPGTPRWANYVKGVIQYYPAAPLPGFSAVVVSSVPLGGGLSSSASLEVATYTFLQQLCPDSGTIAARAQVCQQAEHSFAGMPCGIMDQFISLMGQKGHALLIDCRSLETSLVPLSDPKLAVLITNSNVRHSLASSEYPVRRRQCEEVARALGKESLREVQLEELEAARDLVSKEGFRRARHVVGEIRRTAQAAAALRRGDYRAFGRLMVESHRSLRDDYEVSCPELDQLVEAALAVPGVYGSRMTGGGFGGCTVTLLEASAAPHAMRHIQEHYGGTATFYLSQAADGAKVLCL
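GALK at 5 nM final was combined with compound, 35 uM ATP and 100 uM galactose in HEPES pH8.0 with MgCl2 and DTT. The reaction ran one hour at room temperature before luminescent ATP detection.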
Starred values were filed as active, the others as inactive; i = inactive; ? = inconclusive; . = no result given; [ ] = another dose, or the depositor's remark. Unless noted, calls come from the whole dose curve; as a rule, active = well fitted curve in the direction sought with a large enough effect; inconclusive = small, poorly fitted or top-dose-only effect, or another doubt; inactive = no such curve, though single readings can be large; an effect the other way counts as inactive or inconclusive.

SMILES	TRPV1 ag	Integrin act MD	S-ASM inh	MBNL1-CUG inh	Coupling enz	KCNH2 3.1 block	AT treatment	MLL CXXC-DNA inh	hERG WT inh	GALK inhibitor
Cc1ccc(C(=O)N2N=C(c3ccc(Br)cc3)CC2c2ccccc2O)cc1 (stereo not given)	2	-37%	-5%	61%[activator]	-1	4	8%	21%	2	7%
Cc1ccc(OC(=O)CN2C(=O)c3ccccc3C2=O)cc1C	16	0%	6%	-6%	3	15	0%	8%	-3	8%
COc1ccc(C)cc1NC(=O)CSc1nc2scc(C)c2c(=O)[nH]1	-3	-5%	7%	0%	.	0	12%	5%	-4	7%
COc1ccc(C(=O)NC(=S)Nc2ccccc2N2CCOCC2)cc1Br	5	-18%	2%	-11%	-1	3	0%	3%	1	5%
Cc1ccc(S(=O)(=O)NC(C)C(c2cccs2)N2CCOCC2)cc1 (stereo not given)	14	3%	1%	8%	2	-10	-7%	-5%	-3	.
CSc1nnc(-c2cc3c(s2)-c2ccccc2CC3)o1	24	-38%	i	17%	1	-2	?	-1%	-11	-1%
Cc1cc(C(=O)COC(=O)c2nc3nccc(C)n3n2)c(C)n1CC1CCCO1 (stereo not given)	-1	-6%	4%	0%	-1	-8	-1%	12%	-4	1%
COc1cc(Cl)c(C)cc1NC(=O)COc1cc(C)nc(C(C)C)n1	2	-7%	-2%	4%	-1	2	5%	13%	-16	-2%
Cc1cc(C)n2c(SCC(O)=C(C#N)c3nc4ccccc4[nH]3)nnc2n1	.	3%	3%	.	.	1	.	.	-5	.
COc1ccccc1N1CCN(S(=O)(=O)c2cnc[nH]2)CC1	.	-8%	3%	-14%	-2	-13	12%	-6%	-4	2%
O=S(=O)(Cc1ccccc1Cl)N1CCCC1	12	17%	3%	-9%	-2	0	-3%	1%	1	0%
O=[N+]([O-])c1cccc(CSc2nnc3ccccn23)c1	-4	1%	-1%	?	0	-8	-2%	-1%	-3	-1%
Cc1ccc(Cn2nc(-c3ccccc3)nc2-c2ccccc2)cc1	.	16%	-11%	-13%	-3	-18	5%	0%	-3	-4%
CC(=O)Oc1ccc2cc(-c3ccccc3)c(=O)oc2c1	14	-12%	.	7%	-1	6	0%	5%	-8	5%
COc1ccc(CCN(C)CCC(=O)Nc2cc(C)ccc2C)cc1OC	-7	?	-1%	-7%	-13	?	19%	-8%	22	3%
COc1ccc(/C=N/n2c(C)nc3sc(C)c(C)c3c2=O)cc1OC	-3	17%	4%	-17%	-1	-9	6%	-8%	-12	5%
CN(CC(=O)Nc1cccc(F)c1)C(=O)c1cccc2ccccc12	10	26%	0%	.	.	-3	-6%	.	-4	.
NC(=O)NCCC1=CCCCC1	-1	-2%	3%	-1%	0	3	0%	0%	2	-2%
Cc1cc2nc(C3CCN(CC4COc5ccccc5O4)CC3)[nH]c2cc1C (stereo not given)	8	25%	8%	1%	1	-79*	-2%	7%	-73*	0%
COCCCn1c(=N)c(C(=O)NC2CCCCC2)cc2c(=O)n3ccccc3nc21	2	-7%	.	?	2	-28	3%	7%	-1	1%
COCCn1c(C)cc(/C=N/NC(=O)c2cccnc2)c1C	3	5%	4%	1%	0	-1	-6%	13%	-22	5%
COc1ccc(-c2cc(C(=O)N3CCN(c4ccccc4)CC3)no2)cc1	6	21%	-10%	-4%	-3	-3	0%	1%	-18	-2%
O=C(NCc1ccccc1)c1ccc(COCC(F)(F)F)o1	6	10%	1%	6%	-1	-1	0%	6%	1	-3%
COc1ccc([N+](=O)[O-])cc1N(CC(=O)N1CCCCC1)S(C)(=O)=O	-1	2%	3%	18%	-1	-33	0%	-4%	0	-1%
CC(=O)N(C)c1nc(-c2ccc(Cl)cc2)cs1	?	26%	-2%	-7%	1	-6	2%	-4%	-21	-1%
CC(=O)NC1=NN(C(C)=O)C(C)(CS(=O)(=O)c2ccc(C)c(C)c2)S1 (stereo not given)	0	4%	-1%	-7%	3	-29	0%	2%	-1	0%
O=C(NCc1ccco1)c1cc(S(=O)(=O)N2CCOCC2)ccc1Cl	2	13%	7%	1%	0	12	29%	-8%	15	1%
Cc1ccc(S(=O)(=O)N(C)c2ccc(OC(=O)c3cccs3)cc2)cc1C	0	13%	-6%	.	.	-15	10%	.	22	.
Cn1ccnc1C(=O)c1cc(SCC(=O)NCc2ccccc2)nc2ccccc12	7	-24%	-6%	68%[activator]	5	1	-2%	7%	2	3%
CCOC(=O)C1CCN(S(=O)(=O)c2cccc(-c3cn4cccnc4n3)c2)CC1	-4	-10%	153%[activator]	6%	5	4	-1%	-6%	-7	3%
CC1(C)Cc2nc3nc(SCC(=O)NCc4ccccc4)n(-c4ccccc4)c(=O)c3cc2CO1	5	.	.	0%	0	.	1%	1%	.	-3%
COc1ccc(C=Nc2cccc3c(=O)[nH][nH]c(=O)c23)c2ccccc12	1	16%	6%	19%	-10	2	.	-6%	2	2%
CSCCC(NC(N)=O)C(=O)Nc1ccc(F)c(Cl)c1 (stereo not given)	0	12%	3%	-5%	6	19	-8%	0%	-4	-2%
CCn1ncc([N+](=O)[O-])c1C(=O)Nc1c(C)nn(Cc2ccc(F)cc2)c1C	0	4%	3%	-1%	-2	5	13%	-10%	10	0%
CSCCC(N=C(NS(=O)(=O)c1ccccc1)c1ccccc1)C(=O)O (stereo not given)	2	-9%	4%	-3%	-1	-5	3%	-15%	1	-1%
CCOc1ccc(CN2C(=O)c3ccccc3C2C(=O)NC(C)CC)cc1OC (stereo not given)	1	12%	0%	-9%	1	4	2%	3%	-3	1%
O=C(COc1ccc(Cl)cc1)OCC(=O)N1CCCCCC1	0	13%	2%	1%	0	11	10%	-5%	1	6%
CC1=CC(C)(C)N(S(=O)(=O)c2ccc(C)cc2)c2ccc(C)cc21	13	-5%	-4%	-6%	5	-4	-8%	-8%	16	-1%
O=[N+]([O-])c1cccc(Cn2cnc3c(=S)nc[nH]c32)c1	.	-10%	-2%	.	.	-1	.	.	-3	.
Cc1nn(-c2nc3ccccc3n2Cc2ccccc2)c2c1C(=O)CC(C)(C)C2	24	-2%	-2%	4%	0	-2	.	7%	1	2%
CCCN(CC(=O)Nc1ccc(F)c(F)c1F)C(=O)Cc1ccc(OC)c(S(=O)(=O)N2CCOCC2)c1	.	-12%	0%	.	.	-28	.	.	0	.
CCNc1nc(C23CC4CC(CC(C4)C2)C3)cs1	23	-43%	0%	3%	2	-12	12%	1%	2	0%
Cc1ccc(NC2SC(=O)N(Cc3cccc(C(=O)O)c3)C2=O)c(C)c1 (stereo not given)	0	-49%	-6%	9%	5	-1	-16%	6%	-3	0%
COc1cc(OC)cc(C(=O)Nn2cc(C(=O)Nc3c(F)cccc3F)c3ccccc3c2=O)c1	-1	0%	-5%	22%	1	-21	4%	0%	4	.
COc1ccc(-c2nnn(CC(=O)N(Cc3ccccc3Cl)C(C(=O)NCC3CCCO3)c3ccco3)n2)cc1 (stereo not given)	0	11%	-1%	-3%	-2	-20	1%	3%	-4	-3%
COc1ccc(/C=N\NC(=O)c2cc3c(ccc4ccccc43)o2)cc1O	?	-39%[inhibitor]	-8%	6%	.	1	1%	24%	17	4%
COc1cc(NC(=S)N2CCCC(C)C2)c(OC)cc1Cl (stereo not given)	25	11%	-2%	-4%	-3	33	-4%	-7%	0	-1%
O=C(c1ccc(Cl)cc1)c1oc2ccccc2c1CS(=O)c1ccc(Cl)cc1 (stereo not given)	24	16%	-16%	-4%	-8	-32	-3%	-11%	5	4%
CCN(CC)S(=O)(=O)c1ccc(Cl)c(NC(=O)CCCCl)c1	-3	1%	7%	-8%	2	7	?	-12%	-7	-1%
COc1ccccc1-n1c(Cc2cccs2)n[nH]c1=S	2	9%	4%	-2%	1	2	0%	-2%	i	3%
Cn1cc(CN2CCc3c([nH]c4ccccc34)C2C2CCCCC2)cn1 (stereo not given)	-2	17%	24%	?	-3	-6	-4%	9%	14	-1%

Bioassay records from PubChem BioAssay.
